# Screening data: PubChem, several laboratories
# NOD1 NF-kB reporter – inhibition of NOD1-driven NF-kB reporter – cell-based, luminescence, uHTS, primary screen (AID 1578). NOD1-driven NF-kB luciferase reporter cells, luminescence; higher % means a stronger effect. one-dose inhibition, % at 4 µM; EC50 in µM for titrated hits. 290,000 compounds, 1% hits; in the data active = inhibition mostly above about 36%, no sharp cut-off; inactive = mostly below about 34%;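 note: HEK-293T reporter cells stimulated with the NOD1 agonist gamma-tri-DAP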
# NS5 inhibitors – flavivirus cap methylation enzyme inhibition – biochemical, confirmation dose response, primary screen (AID 588689); Dengue-2 NS5 methyltransferase capping enzyme assay, biochemical; higher % means a stronger effect; one-dose inhibition, % at 25 µM; IC50 in µM for titrated hits; 340,000 compounds, 0.3% hits; in the data active = a potency from the dose series
# HIV fusion peptide – cell-free HIV fusion peptide-binding blockers – biochemical, uHTS, fluorescence dequenching, primary screen (AID 1986). inhibition, % at 20 µM; hits with a dose series show IC50 in µM. cell-free peptide binding, fluorescence dequenching, 30 min; higher % means a stronger effect. 290,000 compounds, 0.3% hits; in the data active = inhibition mostly above about 52%, no sharp cut-off; inactive = mostly below about 76%; note: some results filed as inactive read as strong as hits
# KOR beta-arrestin-1 – kappa opioid receptor blockers – cell-based, luminescence, uHTS (AID 1778). KOR beta-arrestin recruitment, luminescence, antagonist mode; higher % means a stronger effect. inhibition, % at 10 µM, or IC50 in µM where a hit was titrated. 290,000 compounds, 0.091% hits; in the data active = inhibition above about 50%; note: strong numbers were not always called active
# GPR55 LPI antagonism – inhibition of LPI-stimulated GPR55 beta-arrestin translocation – imaging, U2OS, beta-arrestin-GFP, LPI agonist, primary screen (AID 2013); U2OS GPR55 beta-arrestin-GFP translocation imaging, LPI antagonism; higher % means a stronger effect; 290,000 compounds, 0.13% hits; inhibition, % at 10 µM; hits with a dose series show IC50 in µM;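 active = spots per cell inhibited over 60%, with over 100 cells counted and total cytoplasm intensity under 500,000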;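 note: U2OS cells stably carrying GPR55 and arrestin-GFP stimulated by 5 µM LPI near EC80; imaged beta-arrestin-GFP aggregate spots per cell after agonist stimulation; plate controls were LPI-stimulated DMSO wells for no effect and DMSO wells without LPI for full effect; some results filed as inactive read as strong as hits; confirmed hits need IC50 under 10 µM and bright autofluorescent wells are also inconclusive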
# West Nile virus CPE – West Nile virus antiviral activity, cell-based, CPE readout (AID 1621); West Nile virus-infected cells, CPE inhibition; higher % means a stronger effect; CPE inhibition, % at 10 µM, or IC50 in µM where a hit was titrated; 290,000 compounds, 0.02% hits; in the data active = a potency from the dose series; note: strong numbers were not always called active
# KOR beta-arrestin-2 – kappa opioid receptor activators – cell-based, luminescence, uHTS, primary screen (AID 1777) | KOR beta-arrestin recruitment, luminescence; higher % means a stronger effect | activation, % at 10 µM, or EC50 in µM where a hit was titrated | 280,000 compounds, 0.02% hits; in the data active = activation above about 50%, passing the limit was not always enough; note: a part of the inactive calls stands beside numbers as strong as those of hits
# GPR35 antagonists – inhibition of zaprinast-stimulated GPR35 beta-arrestin translocation – imaging, U2OS, beta-arrestin-GFP, zaprinast agonist, primary screen (AID 2058). U2OS GPR35 beta-arrestin-GFP translocation imaging, zaprinast antagonism; higher % means a stronger effect. inhibition, % at 10 µM, or IC50 in µM where a hit was titrated. 290,000 compounds, 0.052% hits;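 active = inhibition of at least 50% with at least 30 cells and total cytoplasm GFP at most 10,000,000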
# GPR55 activation – GPR55 agonists via beta-arrestin recruitment, primary screen, imaging, U2OS cells, beta-arrestin-GFP redistribution (AID 1961); U2OS GPR55 beta-arrestin-GFP redistribution imaging; higher % means a stronger effect; one-dose activation, % at 10 µM; EC50 in µM for titrated hits; 290,000 compounds, 0.048% hits;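 active = activation above 40% with more than 50 cells counted in the well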;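 note: U2OS osteosarcoma cells stably expressing GPR55 and beta-arrestin-GFP; plate controls were DMSO negative control for no effect and LPI positive control for full effect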
# NS5 inhibitors pilot replicate – recorded beside NS5 inhibitors, whose call it bears; inhibition, %; measured here: pilot screen replicate inhibition
# An asterisk follows results filed as active; . = not tested or not shown; [ ] = another dose, or the depositor's remark.
# The opening three entries, ahead of the listing:
SMILES,NOD1 NF-kB reporter,NS5 inhibitors,HIV fusion peptide,KOR beta-arrestin-1,GPR55 LPI antagonism,West Nile virus CPE,KOR beta-arrestin-2,GPR35 antagonists,GPR55 activation,others
C=CCN(C(=O)c1csnn1)C(C(=O)NCc1ccccc1)c1ccccc1F (stereo unspecified),-28%,-3%,-1.2%,-15%,0%,-0.2%,-2.8%,-7%,0.0%,
O=C(O)C1C2C=CC3(CN(c4cccc(C(F)(F)F)c4)C(=O)C13)O2 (stereo unspecified),5%,-8%,-1.4%,-6%,0%,0.4%,-1.3%,-11%,-0.1%,
CC(=O)c1cccc(N2C(=NC(=O)C(C)C)SC3CS(=O)(=O)CC32)c1 (stereo unspecified),3%,-13%,-1.7%,11%,-2%,0.1%,6.8%,-1%,-0.2%,

# This part in full, previewed entries included:
SMILES,NOD1 NF-kB reporter,NS5 inhibitors,HIV fusion peptide,KOR beta-arrestin-1,GPR55 LPI antagonism,West Nile virus CPE,KOR beta-arrestin-2,GPR35 antagonists,GPR55 activation,others
C=CCN(C(=O)c1csnn1)C(C(=O)NCc1ccccc1)c1ccccc1F (stereo unspecified),-28%,-3%,-1.2%,-15%,0%,-0.2%,-2.8%,-7%,0.0%,
O=C(O)C1C2C=CC3(CN(c4cccc(C(F)(F)F)c4)C(=O)C13)O2 (stereo unspecified),5%,-8%,-1.4%,-6%,0%,0.4%,-1.3%,-11%,-0.1%,
CC(=O)c1cccc(N2C(=NC(=O)C(C)C)SC3CS(=O)(=O)CC32)c1 (stereo unspecified),3%,-13%,-1.7%,11%,-2%,0.1%,6.8%,-1%,-0.2%,
COc1ccc(NC(=O)C2CCCC2)cc1,-31%,4%,0.0%,-54%[20 µM],-2%,-0.4%,1.0%,1%,-0.4%,
CCOC(=O)C1=C(CNC(C)(C)CC(C)(C)C)NC(=O)NC1c1cccc([N+](=O)[O-])c1 (stereo unspecified),-27%,-2%,-1.1%,-56%[20 µM],9%,-1.8%,1.8%,-2%,-0.1%,
CC(C)=CCN1CCN(Cc2coc3ccc(C)cc3c2=O)CC1CCO (stereo unspecified),3%,-1%,-0.3%,9%,2%,-0.5%,-1.4%,-3%,-0.1%,
CCCNC(=O)c1ccc(N2CCC3(CC2)CC(c2cccc(Br)c2)=NO3)c([N+](=O)[O-])c1,-28%,-9%,-0.1%,-24%[20 µM],2%,-1.0%,-3.0%,-3%,2.0%,
COc1cc(OC)cc(C(=O)N2CCC(C(=O)N3CCOCC3)CC2)c1,-9%,-12%,1.2%,-1%,4%,0.0%,-0.1%,-17%,0.0%,
COc1ccc(C(=NNc2ccccc2C(=O)O)c2ccc(OC)cc2)cc1,20%,0%,52%,-84%,-2%,0.2%,0.9%,4%,0.3%,
Cc1ccc(Nc2cc(C)nc(-c3ccccc3O)n2)cc1,-34%,2%,0.1%,20%,14%,-1.2%,2.7%,4%,0.7%,
CCN(Cc1ccccc1)C(=O)CSc1nncn1C,-34%,-5%,1.2%,-28%,-11%,-0.3%,3.3%,-7%,0.0%,
C=CCC(NCc1ccccc1)c1ccc(Cl)cc1 (stereo unspecified),-2%,-4%,-0.1%,15%,14%,-0.5%,-2.5%,12%,0.1%,
COc1ccccc1-c1nnc2sc(C3CCCCC3)nn12,-5%,-11%,2.0%,-29%,8%,-0.3%,2.9%,-1%,-0.2%,
O=C(Nc1ccccc1F)c1ccc(CNS(=O)(=O)c2cccc(C(F)(F)F)c2)cc1,-1%,-6%,-1.0%,18%,10%,-0.3%,2.3%,-2%,-0.2%,
COc1ccc(/C=N\NC(=O)c2sccc2C)cc1Cn1nc(C)cc1C,-19%,-6%,-0.1%,20%,-7%,2.1%,-1.9%,0%,-0.1%,
Cc1ccc(C2=C(c3ccc([N+](=O)[O-])cc3)C(=O)OC2)cc1C,12%,-12%,16%,12%,8%,-0.8%,-2.0%,0%,-0.2%,
CCc1cc(OCCOCCN(C)C)ccc1Cl,-32%,-3%,-1.5%,-1%,7%,-0.6%,1.4%,-7%,-0.2%,
O=C(NCc1n[nH]c(=S)n1-c1cccc(C(F)(F)F)c1)c1ccc(S(=O)(=O)N2CCCC2)cc1,-2%,2%,-0.7%,-23%,-1%,0.1%,1.5%,-12%,-0.2%,
O=C1C2C(c3ccccc3)C=CC(c3ccccc3)C2C(=O)N1c1ccccn1 (stereo unspecified),5%,-2%,0.3%,12%,0%,0.1%,-1.8%,-2%,0.6%,
CCN1CC(CN(C)Cc2nc(-c3ccc(OC)c4ccccc34)oc2C)CC1=O (stereo unspecified),-10%,-9%,1.5%,-38%[20 µM],11%,-1.1%,.,3%,0.3%,
CCc1cccc(NS(=O)(=O)c2ccc3c(c2)oc(=O)n3C)c1,-14%,-4%,1.2%,-24%,0%,.,9.4%,0%,-0.1%,
Cc1c(C(=O)OC2CCCCC2)[nH]c2c1C(=O)CC(C)(C)C2,-21%,-6%,-1.0%,10%,-11%,2.4%,3.9%,-3%,-0.2%,
CCC(C)(C)NC(=O)c1cc(C(=O)OC)cc([N+](=O)[O-])c1,-19%,1%,-0.4%,-21%,3%,0.0%,8.0%,-14%,-0.1%,NS5 inhibitors pilot replicate=2.4
CC(C)n1c(N2CCN(C(=O)N3CCCCC3)CC2)nc2ccccc21,-23%,-2%,0.5%,-13%,1%,-1.0%,2.1%,14%,-0.1%,
COc1ccccc1N1CCN(Cc2ccco2)CC1,-30%,0%,-2.3%,4%,4%,-1.0%,-1.7%,14%,-0.1%,
CCC(=O)Nn1c(C)nnc1C,-44%,-3%,0.3%,-26%,15%,0.0%,-2.7%,7%,0.3%,
O=C(NN=C1CCCCC1)c1ccccc1OCc1ccc(F)cc1,-10%,-4%,-0.2%,6%,9%,-1.1%,10%,4%,0.3%,
CC(OC(=O)C1CCCCC1)C(=O)Nc1cccc(Cl)c1 (stereo unspecified),-21%,-1%,-0.8%,2%,0%,0.0%,-5.5%,0%,0.3%,
CC(C)(C)c1ccc(SCC(N)=O)cc1,2%,6%,-0.1%,14%,2%,0.4%,-4.9%,6%,-0.4%,
Cc1ccccc1-c1nn2c(-c3ccccc3)nnc2s1,-14%,1%,0.1%,-14%,-8%,-0.2%,8.5%,-16%,-0.2%,

# Compounds above containing an aryl methoxy group (7):
SMILES,NOD1 NF-kB reporter,NS5 inhibitors,HIV fusion peptide,KOR beta-arrestin-1,GPR55 LPI antagonism,West Nile virus CPE,KOR beta-arrestin-2,GPR35 antagonists,GPR55 activation,others
COc1ccc(NC(=O)C2CCCC2)cc1,-31%,4%,0.0%,-54%[20 µM],-2%,-0.4%,1.0%,1%,-0.4%,
COc1cc(OC)cc(C(=O)N2CCC(C(=O)N3CCOCC3)CC2)c1,-9%,-12%,1.2%,-1%,4%,0.0%,-0.1%,-17%,0.0%,
COc1ccc(C(=NNc2ccccc2C(=O)O)c2ccc(OC)cc2)cc1,20%,0%,52%,-84%,-2%,0.2%,0.9%,4%,0.3%,
COc1ccccc1-c1nnc2sc(C3CCCCC3)nn12,-5%,-11%,2.0%,-29%,8%,-0.3%,2.9%,-1%,-0.2%,
COc1ccc(/C=N\NC(=O)c2sccc2C)cc1Cn1nc(C)cc1C,-19%,-6%,-0.1%,20%,-7%,2.1%,-1.9%,0%,-0.1%,
CCN1CC(CN(C)Cc2nc(-c3ccc(OC)c4ccccc34)oc2C)CC1=O (stereo unspecified),-10%,-9%,1.5%,-38%[20 µM],11%,-1.1%,.,3%,0.3%,
COc1ccccc1N1CCN(Cc2ccco2)CC1,-30%,0%,-2.3%,4%,4%,-1.0%,-1.7%,14%,-0.1%,

# (cont.)
SMILES,NOD1 NF-kB reporter,NS5 inhibitors,HIV fusion peptide,KOR beta-arrestin-1,GPR55 LPI antagonism,West Nile virus CPE,KOR beta-arrestin-2,GPR35 antagonists,GPR55 activation,others
O=C(O)c1ccccc1NCCO,-13%,-6%,-0.3%,-56%,-11%,1.2%,3.4%,2%,-0.3%,
COC(=O)[C@H](Cc1ccccc1)[C@@H](C)OS(N)(=O)=O,-16%,-3%,-0.7%,-15%[20 µM],-2%,0.3%,-0.8%,-4%,-0.1%,
COc1ccc(NC2CS(=O)(=O)CC2NCc2ccco2)cc1 (stereo unspecified),8%,-9%,3.6%,3%,-7%,-0.1%,7.3%,-20%,-0.2%,
CCOC(=O)c1c(NC(=O)C2CC(Cl)=CCC2C(=O)O)sc2c1CC(C)(C)OC2 (stereo unspecified),-2%,-2%,2.5%,-22%[20 µM],1%,0.2%,-5.5%,0%,-0.1%,
Nc1ccc2ncccc2c1,31%,-4%,-2.5%,-14%,5%,0.9%,-1.7%,16%,-0.2%,
COCCCNC(=O)C1Cc2cc(S(=O)(=O)N3CCCC3)ccc2N1C(C)=O (stereo unspecified),-17%,-5%,-1.8%,-11%,1%,0.4%,1.5%,8%,1.2%,
Cc1cc2c(c(=O)n1CCN(C)C)C(c1ccccc1Br)C(C#N)=C(N)O2 (stereo unspecified),6%,6%,-1.1%,-10%,-4%,-0.1%,-12%,15%,-0.2%,
CN(Cc1ccccc1)c1nc2c(c(=O)[nH]c(=O)n2C)n1CCSc1nc2ccccc2[nH]1,-3%,10%,1.7%,-27%,4%,0.0%,3.1%,-1%,-0.1%,
CCN(CCn1cccn1)C(=O)CC1C(=O)NCCN1Cc1cccc(OC)c1OC (stereo unspecified),-20%,-2%,-1.1%,-25%[20 µM],-5%,0.4%,.,14%,1.0%,
Cc1nnc(N/N=C\c2ccc(-c3cccc(C(=O)O)c3)o2)n1N,-28%,10%,6.0%,-4%,8%,0.3%,8.6%,-2%,0.3%,
COc1ccc(C(=O)Nc2ccc(SC(F)F)cc2)cc1,-39%,0%,0.2%,-11%,3%,-1.3%,1.8%,2%,0.0%,
C=CCNCCCOc1ccc(C)cc1Br,-68%,2%,-0.7%,-24%,4%,-0.9%,1.4%,4%,-0.2%,
O=C(O)CCN1C(=O)c2ccc(NC(=O)CSc3ccc(Cl)cc3)cc2C1=O,-42%,1%,1.9%,-10%,6%,-0.5%,1.7%,0%,0.6%,
CCC1(C)CC(C(CC(=O)O)c2ccc(C)cc2)CCO1 (stereo unspecified),4%,-5%,3.7%,-20%,3%,-0.7%,0.5%,-4%,0.0%,

# Only part of the results is shown; the hit share may differ from the screen's.
